Source: PubChem (Broad Institute)
ARNT-TACC3 inh = ARNT/TACC3 interaction disruption; Q9Y6A5; AlphaScreen His-ARNT PAS-B/GST-TACC3 binding, luminescence; TACC3 fragment carries E629A point mutation; inhibition, % at 9.99 µM; actives 0.66% (n = 390,000);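 active = mean inhibition of replicates at least 50% and at least half of replicates each reaching 50%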;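 note: 0% = complete ARNT plus TACC3 wells and 100% = ARNT alone without TACC3; many hits fall short of the cut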
PGC1a acetyl inh = lowers PGC1a acetylation signal in U2OS cells; AlphaScreen anti-acetyl-lysine; with virally co-expressed GCN5 acetyltransferase; inhibition, % at 15.6 µM; actives 0.17% (n = 350,000); AID 651687;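 active = every replicate shows inhibition of at least 40%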;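 note: 0% = neutral control wells and 100% = positive control wells; some results beyond the cut were filed as inactive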
LGR2 inh = Drosophila LGR2 receptor signaling inhibition | HEK293 LGR2, CRE-luciferase, bursicon-stimulated, 4 h | inhibition, % at 9.99 µM | actives 0.35% (n = 380,000);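 active = drop in luminescence signal, shown as inhibition above about 50% in the replicate tests, limit read from the data, passing the limit was not always enough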;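 note: agonist challenge used bursicon conditioned medium at about half maximal strength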
INS-1E GSIS act = primary screen for activators of insulin secretion dependent on glucose, INS-1E cells, GLuc reporter luminescence | actives 0.61% (n = 370,000) | INS-1E GLuc reporter insulin secretion, 2-3 h | activation, % at 16.6 µM;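 active = lowest replicate activation of at least 40%, so every replicate reaches that level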;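 note: 0% = median of neutral control wells and 100% = median of IBMX positive control wells; some compounds called inactive have numbers as strong as hits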
PAX8 inh HTS = PAX8 transcriptional activity inhibition; AID 652154; RMG-I TPO-luciferase reporter, SteadyGlo, 24 h; actives 1.2% (n = 360,000); inhibition, % at 12.6 µM;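 active = mean replicate inhibition at least 60% with every replicate also reaching 60%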;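 note: luciferase light reporting Pax8 driven TPO promoter activity; plate controls were median of neutral control wells for no effect and mitoxantrone controls for full effect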
PglD inh = blocks C. jejuni PglD acetyltransferase activity | actives 0.098% (n = 360,000) | purified PglD enzyme, DTNB colorimetric CoA detection | inhibition, % at 12.5 µM; in the data active = inhibition above about 16%, passing the limit was not always enough; note: strong numbers were not always called active
Cneo AK release = Cryptococcus neoformans lysis via adenylate kinase release; C. neoformans lysis, adenylate kinase release luminescence, 4 h; normalised: neutral wells 0, clomiphene wells 100; lysis activity, % at 15 µM; actives 0.2% (n = 360,000); AID 651654;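 active = mean lysis activity across replicates of at least 80%, whatever share of replicates individually reach that level; inactive = mean lysis activity below 80%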
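Material: C. neoformans cells | Amount: Yeast cell density of 5 × 10^6 cells/mL | Medium: Fresh YPD growth medium | Dosing: Single dose | Times: Static 4 h at 37 °C with compound, 1 h detection | Detection: AK luminescence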
Statin myotox sup = suppression of simvastatin myotoxicity; C2C12 myotubes + simvastatin, ATP luminescence, 48 h; scaled: DMSO 0, geranylgeraniol control 100; actives 0.78% (n = 330,000); AID 602340; rescue of ATP level, % at 7.49 µM;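 active = mean ATP rescue above about 67%, or every replicate alone reaching that limit, limit read from the data, passing the limit was not always enough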;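 note: myotubes were challenged with 10 µM simvastatin during compound exposure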
* marks the source's active call; other numbers are inactive results; nt = not tested or not shown; & = joins results of further samples.

SMILES	ARNT-TACC3 inh	PGC1a acetyl inh	LGR2 inh	INS-1E GSIS act	PAX8 inh HTS	PglD inh	Cneo AK release	Statin myotox sup
CCOc1ccc(C(C)NC(=O)Nc2ccccc2C(=O)OC)cc1 (configuration not stated)	31	-13	-4	-4	nt	-2	-1	61
Cc1cccc(NC(=O)c2ccccc2NC(=O)c2ccccc2)n1	-9	nt	-3	2	-36	nt	nt	9
O=C(C[C@H]1C=C[C@H](NC(=O)c2ccc3c(c2)OCO3)[C@H](CO)O1)NCc1ccc(Oc2ccccc2)cc1	nt	7	-2	4	20	nt	nt	nt
CC(C)CC#Cc1cnc2c(c1)C(=O)N([C@H](C)CO)C[C@@H](C)[C@H](CN(C)C(=O)c1cccc(F)c1)O2	nt	-1	-3	0	-7	nt	nt	21
O=C(Cn1cnc2c(nnn2Cc2ccc(F)cc2)c1=O)N1CCCCC1	-4	8	-3	12	nt	0	-2	10
O=C(CCN1CCCCC1)NCC[C@H]1CC[C@@H](NC(=O)C2CCOCC2)[C@H](CO)O1	-10	-2	-5	3	-14	-1	-8	-5
Cc1noc(C)c1CSCc1ccc(Cl)cc1	nt	-1	19	1	-13	-1	-5	nt
O=C(NCC1CCCCC1)c1ccc(Br)o1	3	8	3	-2	-10	-1	0	nt
CCOC(=O)N1CCN(C(=O)c2cn(-c3ccc(C)c(C)c3)c(=O)c3ccccc23)CC1	30	4	nt	nt	nt	-5	-1	11
C[C@H]1CN([C@@H](C)CO)C(=O)c2cccc(NC(=O)c3cnccn3)c2O[C@H]1CN(C)C(=O)Nc1ccccc1	-13	1	6	13	-21	0	-1	2

Two compounds picked at random from the list so far, as already listed:
SMILES	ARNT-TACC3 inh	PGC1a acetyl inh	LGR2 inh	INS-1E GSIS act	PAX8 inh HTS	PglD inh	Cneo AK release	Statin myotox sup
C[C@H]1CN([C@@H](C)CO)C(=O)c2cccc(NC(=O)c3cnccn3)c2O[C@H]1CN(C)C(=O)Nc1ccccc1	-13	1	6	13	-21	0	-1	2
CCOC(=O)N1CCN(C(=O)c2cn(-c3ccc(C)c(C)c3)c(=O)c3ccccc23)CC1	30	4	nt	nt	nt	-5	-1	11

Returning to the listing; the seven compounds before the break are reprinted first.
SMILES	ARNT-TACC3 inh	PGC1a acetyl inh	LGR2 inh	INS-1E GSIS act	PAX8 inh HTS	PglD inh	Cneo AK release	Statin myotox sup
CC(C)CC#Cc1cnc2c(c1)C(=O)N([C@H](C)CO)C[C@@H](C)[C@H](CN(C)C(=O)c1cccc(F)c1)O2	nt	-1	-3	0	-7	nt	nt	21
O=C(Cn1cnc2c(nnn2Cc2ccc(F)cc2)c1=O)N1CCCCC1	-4	8	-3	12	nt	0	-2	10
O=C(CCN1CCCCC1)NCC[C@H]1CC[C@@H](NC(=O)C2CCOCC2)[C@H](CO)O1	-10	-2	-5	3	-14	-1	-8	-5
Cc1noc(C)c1CSCc1ccc(Cl)cc1	nt	-1	19	1	-13	-1	-5	nt
O=C(NCC1CCCCC1)c1ccc(Br)o1	3	8	3	-2	-10	-1	0	nt
CCOC(=O)N1CCN(C(=O)c2cn(-c3ccc(C)c(C)c3)c(=O)c3ccccc23)CC1	30	4	nt	nt	nt	-5	-1	11
C[C@H]1CN([C@@H](C)CO)C(=O)c2cccc(NC(=O)c3cnccn3)c2O[C@H]1CN(C)C(=O)Nc1ccccc1	-13	1	6	13	-21	0	-1	2
C/C(CCCO)=N/Nc1ccc([N+](=O)[O-])cc1[N+](=O)[O-]	20	7	-11	-5	10	nt	nt	nt
CN(C)c1cccc(C(=O)N2CCCC(C(=O)c3cc(F)ccc3F)C2)c1 (configuration not stated)	5	-4	1	5	14	nt	nt	nt
CC1CCN(c2ccc3c(c2)S(=O)(=O)c2cccc(C(=O)NC4CC4)c2C3=O)CC1	-9	-6	-20	-5	-28	0	2	5
COC(=O)[C@@H]1[C@@H](CO)[C@@H]2Cn3c(ccc(C4=CCCCC4)c3=O)[C@@H]2N1C(=O)c1ccccc1F	7	-6	-11	17	-3	-2	-2	11
C[C@@H]1CCCCO[C@@H](CN(C)C(=O)C2CCCCC2)[C@H](C)CN([C@@H](C)CO)C(=O)c2cc(NC(=O)c3ccncc3)ccc2O1	-1	-14	1	2	12	4	0	95*
Cc1nc(C)c(C(=O)NCc2ccccc2Cl)o1	2	-5	nt	nt	nt	-5	0	1
CCCc1nn2c(N)c(/C=C3\C=Nc4ccccc43)c(=O)nc2s1	-3&-6	4&4	0&-11	3&7	-45&-20	-12&-3	0&-2	nt
COC(=O)c1ccccc1NC(=O)C1CCCCC1C(=O)O (configuration not stated)	-5	nt	nt	nt	nt	-3	-6	-8
COc1ccc(OCc2cc(C(=O)NCC3CCCCO3)no2)c(Cl)c1 (configuration not stated)	nt	-6	-29	-10	-129	-4	-1	2
CO[C@H]1CN(C)C(=O)c2cc(NC(=O)CC(F)(F)F)ccc2OC[C@@H](C)N(CC2CC2)C[C@@H]1C	nt	-1	5	4	10	nt	nt	nt
O=C(Nc1ccccc1C(=O)N1CCOCC1)C1CCCO1 (configuration not stated)	6	7	16	39	nt	1	4	5
CC(C)OCCCNC(=O)C(NC(=O)c1ccc(Cl)cc1)C(C)C (configuration not stated)	-1	-4	11	-5	6	nt	nt	nt
O=c1cc(NCc2ccccc2)c2ccccc2o1	-9	7	nt	28	12	2	-2	13
CO[C@@H]1CN(C)C(=O)c2cc(NS(=O)(=O)c3ccccc3)ccc2OC[C@H](C)N(Cc2ccccn2)C[C@@H]1C	-1	-3	4	-2	nt	5	38	-2
Cc1ccc(-c2nnn(CC(=O)N(CCO)C(C(=O)NC(C)(C)C)c3ccncc3)n2)cc1 (configuration not stated)	-9	-27	-1	nt	nt	5	0	1
O=C(CN1CCCC1)NCC1(c2ccccc2)CCOCC1	5	-2	-7	17	nt	4	1	-9
COC(=O)c1cc(S(=O)(=O)C(C)C)c(S(C)=O)s1 (configuration not stated)	-3	nt	15	16	-8	-2	-1	nt
C[C@@H]1CN([C@@H](C)CO)C(=O)CCCn2nncc2CO[C@H]1CN(C)S(=O)(=O)c1ccc(Oc2ccccc2)cc1	14	3&1&7	-11&15	13&-22	5&25&0	8&1	4&-5	-1&23&16
CCOc1ccc(OCC)c(Nc2cc(C)nc3nc(C)nn23)c1	26	-10	19	6	25	3	2	-5
CCOC(=O)c1cc(C)sc1NC(=O)c1ccc(Cl)s1	4	3	-2	34	nt	5	0	16

Of the compounds above, two contain two or more sulfur atoms.
SMILES	ARNT-TACC3 inh	PGC1a acetyl inh	LGR2 inh	INS-1E GSIS act	PAX8 inh HTS	PglD inh	Cneo AK release	Statin myotox sup
COC(=O)c1cc(S(=O)(=O)C(C)C)c(S(C)=O)s1 (configuration not stated)	-3	nt	15	16	-8	-2	-1	nt
CCOC(=O)c1cc(C)sc1NC(=O)c1ccc(Cl)s1	4	3	-2	34	nt	5	0	16

Next entries follow:
SMILES	ARNT-TACC3 inh	PGC1a acetyl inh	LGR2 inh	INS-1E GSIS act	PAX8 inh HTS	PglD inh	Cneo AK release	Statin myotox sup
COc1ccc(CCNC(=O)CSc2nncn2N)cc1OC	-8	-3	nt	nt	nt	0	0	8
O=C(Cc1cccs1)N(c1ccccc1)C1C=CS(=O)(=O)C1 (configuration not stated)	-3	4	-1	-9	nt	2	1	4
CC(C)C#Cc1ccc2c(c1)O[C@@H](CN(C)C(=O)Nc1ccccc1)[C@@H](C)CN([C@H](C)CO)S2(=O)=O	-3	-10	1	-27	2	2	8	1
Nc1c2c(nn1-c1ccccc1)CCC2	2	nt	6	12	-2	-6	4	2
Cn1c(N)c(C(=O)COC(=O)c2ccccc2NCc2ccco2)c(=O)n(C)c1=O	-1	-27	8	6	11	nt	nt	nt
Cc1noc(C)c1NC(=O)N(C)C[C@@H]1OCCCC[C@@H](C)Oc2ccc(NS(=O)(=O)c3cn(C)cn3)cc2C(=O)N([C@@H](C)CO)C[C@H]1C	1	-7	5	9	-17	-2	5	-12
C[C@@H]1CN([C@@H](C)CO)C(=O)c2cccc(NS(=O)(=O)c3ccc(Cl)cc3)c2O[C@@H]1CN(C)S(=O)(=O)c1ccccc1	-3	-15	-3	-10	6	2	-1	-12
COc1ccc(CCNC(=O)CSc2n[nH]c(C)c2[N+](=O)[O-])cc1OC	2	-6	-4	52*	12	nt	nt	-4
CN1CCN(NC(=O)c2c(-c3ccccc3)sc3ccccc23)CC1	15	-1	10	7	-29	4	0	-12
CC(=O)c1cccc(N2C(=NC(=O)COc3ccccc3)SC3CS(=O)(=O)CC32)c1 (configuration not stated)	1	-2	10	6	14	2	-1	2
Cc1cc(C)c(C#N)c(SCS(=O)Cc2ccccc2)n1 (configuration not stated)	-53	1	-11	19	nt	-2	-1	41
COc1ccccc1NC(=O)COC(=O)C12CC3CC(CC(Cl)(C3)C1)C2	-8	-5	1	-16	1	-1	0	4
COc1ccc(CN(Cc2nc3ccccc3c(=O)[nH]2)C(=O)C(C)(C)C)cc1	3	-2	nt	nt	4	0	-1	29
CN(C(=O)/C=C/c1ccc(F)cc1)C1CCCCC1	nt	-5	-35	nt	-200	-1	-9	nt
C[C@@H]1CN([C@@H](C)CO)C(=O)Cc2cc(NS(=O)(=O)c3ccccc3)ccc2O[C@@H]1CN(C)C(=O)Nc1ccccc1	-12	10	-8	9	3	0	-2	30
CNC(=O)COc1coc(CN2CCN(Cc3ccccc3)CC2)cc1=O	-3	-6	-9	5	6	3	0	2
Cc1cccc(NC(=O)CSc2nnc(CSc3nc(C)cc(C)n3)o2)c1	-1	-4	nt	nt	-6	1	0	12
Nc1cc(=O)[nH]c(SCc2cccc3ccccc23)n1	1	-2	0	-4	17	3	-1	10
S=c1[nH]nc(-c2ccco2)n1/N=C/C(Cl)=C/c1ccccc1	1	-65	-21	5	-15	6	-5	nt
CC1C(=O)N(Cc2cn(CCC3OCCCO3)nn2)CCS(=O)(=O)N1Cc1ccc(-c2ccccc2)cc1 (configuration not stated)	nt	0	8	-8	6	-3	0	-1
CC(C)CC(=NNC(=O)c1ccncc1)c1cc(Cl)ccc1O	-7	23	14	1	nt	3	-1	-29
CC1CC(C)CN(CCCNC(=O)CCNC(=O)Cn2ccc3ccccc3c2=O)C1 (configuration not stated)	-2	-8	nt	3	-3	-1	2	-9
OCCCNc1cc(-c2ccccc2)nc2cc(-c3ccc(F)cc3)nn12	-5	-8	1	-18	-11	-3	1	-13
CCOc1ncccc1C(=O)Nc1cc(S(=O)(=O)N2CCCCC2)ccc1OC	3	7	-27	-1	0	0	1	-48
O=C(Cn1cnc2c(cnn2-c2ccc(F)cc2)c1=O)N1CCN(c2ccccc2F)CC1	-12	-3	nt	-7	nt	5	0	-5
C=C(C)c1cccc(C(C)(C)NC(=O)N2CCN(C)CC2)c1	1	-3	nt	nt	7	-4	-2	-3
O=C(CC(=O)Nc1ccc(Cl)cc1Cl)Nc1ccc(Cl)cc1Cl	-7	nt	-8	-14	16	8	0	-8
CCCN1[C@@H]2c3cccc(=O)n3C[C@H]1[C@H](CO)[C@H]2C(=O)N1CCCCC1	-1	-3	6	15	-7	4	-2	0
CC(CC(=O)NC1CCCC1)c1ccccc1 (configuration not stated)	-8	0	nt	nt	-1	5	-2	3
Cc1cccc(C)c1NC1=C(Cl)C(=O)OC1OC(C)C (configuration not stated)	-1	nt	9	7	26	nt	nt	nt
O=C(c1ccc(=O)[nH]n1)N1CCN(S(=O)(=O)c2ccccc2F)CC1	3	1	10	33	-9	6	0	-1
